ALOX12 inh: ALOX12 (human) lipoxygenase inhibition. AID 1671190. Potency, µM (series often up to 108 µM), for the others: at the highest dose activity change, negative = inhibition, hits mostly inhibitors. P18054. purified 12hLO, xylenol orange hydroperoxide absorbance. 1.1% of 580,000 active; active = well fitted inhibition curve with a large enough effect; inconclusive = small, poorly fitted or top-dose-only effect, or another doubt; inactive = no such curve, though single readings can be large or run the other way
Target sequence (P18054 whole entry, looked up): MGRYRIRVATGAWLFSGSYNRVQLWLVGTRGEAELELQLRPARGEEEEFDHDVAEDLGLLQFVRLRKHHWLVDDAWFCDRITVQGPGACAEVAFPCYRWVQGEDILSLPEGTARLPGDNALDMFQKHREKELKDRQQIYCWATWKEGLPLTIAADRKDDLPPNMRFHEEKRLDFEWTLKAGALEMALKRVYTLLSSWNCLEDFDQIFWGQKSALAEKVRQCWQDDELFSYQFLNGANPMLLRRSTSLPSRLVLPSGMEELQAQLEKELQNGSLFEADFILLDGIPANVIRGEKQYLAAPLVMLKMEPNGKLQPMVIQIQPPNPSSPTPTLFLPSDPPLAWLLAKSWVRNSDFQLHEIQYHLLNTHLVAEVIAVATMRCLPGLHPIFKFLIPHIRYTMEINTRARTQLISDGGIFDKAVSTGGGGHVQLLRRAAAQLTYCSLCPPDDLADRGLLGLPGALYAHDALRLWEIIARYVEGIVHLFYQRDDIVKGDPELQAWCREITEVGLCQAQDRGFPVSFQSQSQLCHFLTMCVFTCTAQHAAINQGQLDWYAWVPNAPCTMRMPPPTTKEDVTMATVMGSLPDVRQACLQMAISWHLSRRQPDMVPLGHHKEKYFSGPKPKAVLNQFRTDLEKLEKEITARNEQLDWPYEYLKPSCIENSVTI
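Hydroperoxide product was detected by ferrous iron/xylenol orange as the 573 to 405 nm absorbance ratio. Arachidonic acid at 40 uM (final) was turned over for 30 min at room temperature by 150 nM human 12hLO, pH 7.0 Hepes buffer, after 15 min compound preincubation.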
* hit, by the source's call; ? = inconclusive; [ ] = another dose, or the depositor's remark. % is set by controls: 0 for no effect and ±100 for the full control effect; potency is the fitted concentration of half-maximal effect. Some of the compounds tested; rates above refer to the full screens.

ALOX12 inh | SMILES
? | OC(c1ccccc1)c1nc(-c2cnc3ccccc3c2)cs1 (stereo not given)
-1% | CCCCCCCCN1C(=O)[C@H](CC(=O)N2CCC(c3ccccc3)CC2)C[C@@]2(C(=O)OC)CC(C)(C)CC=C12
-5% | CC(=O)N(c1nc2ccccc2s1)N1C(=O)c2ccccc2C1=O
12% | O=C(Nc1cccc(Cl)c1)C1CCCC1
70%[activator] | COc1ccccc1CN1CC[C@H](CNC(=O)C2CC2)[C@H](N(C)C)C1
? | O=C1NC[C@H](Cc2ccc(O)cc2)N(C[C@@H]2CCCN2C[C@H](Cc2ccc(O)cc2)N2C[C@H](Cc3ccccc3)N(CC3CCCCCC3)C(=O)C2=O)C1=O
-10% | COc1ccc(-c2csc(Nc3ccc(Oc4ccccc4)cc3)n2)cc1
34% | Cc1noc(CC2CCOC3(CCN(C(=O)c4ccc(C#N)cc4)CC3)C2)n1 (stereo not given)
5% | COc1ccc(CN2CC3(CCN(C(=O)c4ccc(OC)c(F)c4)CC3)C2=O)cc1
13% | COc1ccc(C)cc1NS(=O)(=O)c1cc(-c2c(C)nn3c2NC(=O)CCC3=O)ccc1OC
79%[activator] | Cc1cccc(CN(CCN2CCCCC2)CC2CCCN(C3CCCC3)C2)n1 (stereo not given)
-6% | Cc1ccc2c(=O)cc(C(=O)Nc3nonc3-c3ccc4c(c3)CCCC4)oc2c1
16% | CCCCOc1ccc(NC(=O)Cc2ccccc2)c2cccnc12
-2% | CN1C(=O)CC(C(=O)O)C12CCN(Cc1cnn(C)c1)CC2 (stereo not given)
0%[176 µM] | COC(=O)CC(C)CCC=C(C)C (stereo not given)
57%[activator] | CCn1ncc(-c2cc(C(=O)O)c3ccccc3n2)c1C
39% | CCOC(=O)C(CC(=O)O)c1ccccc1 (stereo not given)
1% | Cc1ccc(CNC(=O)c2ccc(NC(=O)c3cc4c(=O)[nH]c(C)cn4n3)cc2)cc1
42%[activator][176 µM] | Cc1ccccc1Nc1n[nH]c(C(O)c2cccc(C(F)(F)F)c2)n1 (stereo not given)
16% | Cc1ccc(CN2C[C@H](Sc3ccccn3)C[C@H]2C(=O)Nc2ccc3sc(C)nc3c2)c(C)c1
12%[176 µM] | CN1CCC(N2CCOC[C@H]2c2ncc(C(C)(C)C)[nH]2)CC1
20% | COCC(=O)N(C)C[C@H]1Oc2cc(Br)ccc2S(=O)(=O)N([C@H](C)CO)C[C@H]1C
? | Cc1nc(-c2cccc(Cl)c2)n(Cc2ccc(F)c(F)c2)c(=O)c1CCO
? | Cc1ccc(C2=NS(=O)(=O)N(C)C(C(=O)Nc3cccc(O)c3)=C2)cc1
? | O=C(COc1ccccc1)N1CCC(n2cc(-c3nc(-c4ccccc4)no3)nn2)CC1
6% | CN(C)C(=O)CNS(=O)(=O)c1ccc(Cl)cc1F
70%[activator] | CCOC(=O)CCNC(=O)N1c2ccccc2CC1c1nc(C(C)C)no1 (stereo not given)
-22% | O=C1CN(C(=O)Cn2ccc3ccccc32)CCN1
1% | Cc1ccc(C(=O)N2CCC2(C)C(=O)NC(C)C)cc1 (stereo not given)
-19% | Cc1ccc(-c2nc(CNS(=O)(=O)c3ccc(C)cc3)c(C)o2)cc1
-1% | Cc1cc(NC(=O)C(C)Sc2nccn2-c2ccc(Cl)cc2)no1 (stereo not given)
15%[176 µM] | O=C(Cc1c[nH]c2ncc(-c3ccccc3)cc12)Nc1cccnc1
5% | CCc1nnc(Cn2cnc3scc(-c4ccc(C)cc4)c3c2=O)o1
10%[176 µM] | CC(C)(O)c1cc(CC2(NCc3cnc4ccccc4c3)COC2)no1
-17% | CC(=O)Nc1ccc(C)c(NC(=O)C2(c3ccc(F)cc3)CC2)c1
4%[6.33 µM] | CC(=O)NCCCC(=O)N1CCC2(CC1)CN(C(C)=O)Cc1ccccc1O2
? | CCc1nc2c(c(-c3ccc(Cl)cc3)n1)CN(C(=O)Nc1ccccc1)CC2
5% | CN(C)S(=O)(=O)c1ccc(N2CCCC2)c(C(=O)N2CCc3ccccc32)c1
0% | CCOc1ccccc1N(CC(=O)NC(C)CC)S(C)(=O)=O (stereo not given)
29% | COc1ccc(NC(=O)Cn2nc3c(cc2=O)CCCCC3)cn1
11µM* | CCOC(=O)C1C(=O)C=C(c2ccco2)CC1c1ccccc1 (stereo not given)
-15% | CCCn1c2c(c(=O)n(C)c1=O)C(c1ccccc1C)C1=C(COC1=O)N2 (stereo not given)
16% | Cc1ccc(NC(=O)CN2CCN(C(=O)CCc3ncc(-c4ccc(C)c(C)c4)o3)CC2)cc1
10%[176 µM] | O=C(O)c1ccc(CN2CCOC[C@H]2c2ncc(-c3cccnc3)[nH]2)cc1
51%[activator] | CCn1c(C2CCN(C(=O)CC34CC5CC(CC(C5)C3)C4)CC2)n[nH]c1=O
5% | O=C(c1ccccc1OCC1CCCN(Cc2ccc3[nH]ccc3c2)C1)N1CCCC1 (stereo not given)
17% | COc1ccc(N2CC(c3noc(-c4ccccc4OC)n3)CC2=O)cc1 (stereo not given)
25% | CCOC(=O)C1CCCN(C(=O)c2coc(COc3cccc(F)c3F)n2)C1 (stereo not given)
21% | COCCn1ncc(N2CCCC(CC(=O)NC3CCCCC3)C2)cc1=O (stereo not given)
14µM* | Fc1ccc(-c2cnc(COc3ccc(Cl)cc3)o2)cc1
-33%[57.4 µM] | COc1cc(N2CCN(C)CC2)ccc1Nc1nc(N)c(C(=O)c2c(Cl)cccc2Cl)s1
6%[176 µM] | Cc1ccc(-c2cnc([C@@H]3COCCN3Cc3cn(C)c4ccccc34)[nH]2)cc1
24% | N#Cc1ccccc1Cn1c(=O)c2c(ncn2Cc2ccccc2)n(Cc2ccccc2)c1=O
42%[activator][176 µM] | C=CCNC(=O)C[C@@H]1CCN(C(=O)c2cccnc2)C[C@@H]1CC
-2% | CCCCCCn1c(SCc2ccc(F)cc2)nc2c1c(=O)[nH]c(=O)n2C
12% | COC(=O)[C@H](NC(=O)[C@@H]1C[C@@H](NS(=O)(=O)c2cccc(C(F)(F)F)c2)CCN1C(=O)CCC(=O)O)C(C)C
0%[176 µM] | O=C1NC2(CCN(C(=O)c3ccccc3)C2)COc2ccccc21 (stereo not given)
? | COc1ccc(Cc2c(-c3ccc(Cl)cc3)nc3c(C)cc(Br)cn23)c(C)c1
-17% | CSc1ccccc1C(=O)Nc1ccccc1C(C)C
-2%[176 µM] | COc1cccc(NC(=O)N[C@H]2CCN3C(=O)[C@@H](Cc4ccccc4)NC(=O)[C@H]23)c1

In a second layout: four of the compounds above
CCc1nnc(Cn2cnc3scc(-c4ccc(C)cc4)c3c2=O)o1
  ALOX12 inh: 5%
CC(C)(O)c1cc(CC2(NCc3cnc4ccccc4c3)COC2)no1
  ALOX12 inh: 10%[176 µM]
CC(=O)Nc1ccc(C)c(NC(=O)C2(c3ccc(F)cc3)CC2)c1
  ALOX12 inh: -17%
CC(=O)NCCCC(=O)N1CCC2(CC1)CN(C(C)=O)Cc1ccccc1O2
  ALOX12 inh: 4%[6.33 µM]

(next part)
ALOX12 inh | SMILES
0% | O=C1CCCN1CCCNc1nc(NCc2cccs2)nc2ccsc12
5%[6.33 µM] | CCCC(=O)N1Cc2ccccc2CC2(CCN(CCc3ccccc3)CC2)C1
23% | CCc1cccc(NC(=O)N2CCC(Oc3ncccc3C(=O)N3CCOCC3)C2)c1 (stereo not given)
? | COCCCn1c(Cc2c(F)cccc2Cl)n[nH]c1=S
10%[176 µM] | CC(=O)c1cccc(NC(=O)O[C@@H]2CO[C@H]3[C@@H]2OC[C@@H]3NC(=O)Nc2ccccc2)c1
? | O=C(c1cc2cc(Cl)cc(Cl)c2oc1=O)N1CCN(Cc2ccccc2)CC1
? | c1coc(-c2ccccc2CN2CCOc3ccc(CN4CCOCC4)cc3C2)c1
-13% | O=C(NCc1ccccc1)[C@@H]1CCCN1C(=O)[C@@H](NS(=O)(=O)c1ccc(F)cc1F)C1CCCCC1
7% | CCOC(=O)c1oc2cc(OC(=O)c3ccc(OC)cc3)ccc2c(=O)c1-c1ccccc1OC
7%[176 µM] | O=S(=O)(Cc1ccccc1)NC[C@H]1COCc2nc3ccccc3n21
33% | CCn1ncc(C(=O)N2CCCn3ccnc3C2c2ccccc2)c1C (stereo not given)
-21% | Cc1cccc(C)c1OCC(=O)NCc1nncn1C
? | CCCc1noc(-c2ccn3c(CNC(=O)c4ccco4)nnc3c2)n1
8% | CCOc1ccc(CCNC(=O)C2CCCN(c3nc4ccc(OCC)cc4s3)C2)cc1 (stereo not given)
42%[activator] | CS(=O)(=O)c1ccc(CC(=O)N2CCc3n[nH]c(=O)n3CC2)cc1
32%[activator] | COCC(=O)NC1CCC12CCN(C(=O)c1cccs1)CC2 (stereo not given)
63%[activator] | CC(=O)c1[nH]c(C)c(C(=O)N2CCC3(CC2)[C@H](O)C[C@@H]3OCCO)c1C
-25% | COC(=O)C1=C(C)N(C)C(=NCc2ccccc2)NC1c1ccccc1 (stereo not given)
? | FC(F)(F)c1cc(-c2cccs2)nc(=S)[nH]1
8% | COc1ccc(-c2ocnc2C(=O)Nc2ccccc2Cl)cc1
-1%[6.33 µM] | O=C1c2ccccc2CN1C1CCN(Cc2cccnc2)CC1
-4% | Cn1cc(CNC(=O)C[C@@H]2C[C@H]3O[C@H](CNC(=O)Nc4ccc(F)cc4)[C@@H](O)[C@H]3O2)cn1
6% | Cc1ccc(C(=O)N2CCC3(CNc4ccccc4[S+](=O)([O-])N3)C2)cc1 (stereo not given)
? | COc1ccc(-c2csc(Nc3cccc(C)n3)n2)cc1OC
-5% | COc1ccc(OCC(=O)N2CCC(Cc3nc(-c4ccc(F)cc4)no3)CC2)cc1
24% | CC(C)n1nc(OC(C)(C)C(=O)NCCc2cccnc2)c2cc(CN3CCOCC3)ccc21
56%[activator] | COCC(=O)N1CCC(Oc2ccccc2C(=O)N2CCN(c3ccccn3)CC2)CC1
3% | O=C(NCCc1c[nH]c2ccccc12)c1coc(COc2ccc3c(c2)OCO3)n1
43%[activator] | CN(C1CCOCC1)C1CCc2nn(C)c(=O)n2CC1 (stereo not given)
3%[176 µM] | OC[C@@H]1O[C@H](CNCc2cccc(Cl)c2)[C@H](N2CCOCC2)[C@@H]1O

Continued; the last 6 above are carried over.
ALOX12 inh | SMILES
-5% | COc1ccc(OCC(=O)N2CCC(Cc3nc(-c4ccc(F)cc4)no3)CC2)cc1
24% | CC(C)n1nc(OC(C)(C)C(=O)NCCc2cccnc2)c2cc(CN3CCOCC3)ccc21
56%[activator] | COCC(=O)N1CCC(Oc2ccccc2C(=O)N2CCN(c3ccccn3)CC2)CC1
3% | O=C(NCCc1c[nH]c2ccccc12)c1coc(COc2ccc3c(c2)OCO3)n1
43%[activator] | CN(C1CCOCC1)C1CCc2nn(C)c(=O)n2CC1 (stereo not given)
3%[176 µM] | OC[C@@H]1O[C@H](CNCc2cccc(Cl)c2)[C@H](N2CCOCC2)[C@@H]1O
? | Cc1ccccc1-c1nc(NCC2CC2)nc2ccsc12
0% | Cn1cc(-c2ccc(F)cc2)cc1C(=O)O
42%[activator][176 µM] | CN(C)[S+](=O)([O-])c1ccc2c(c1)OCCN(Cc1ccncc1F)C2
-13% | O=C(Nc1ccc(F)c(Cl)c1)c1cc(C2CCCCN2C(=O)c2cccs2)on1 (stereo not given)
21% | O=C1CCCCC(CNC(=O)C2(c3ccccc3)CC2)N1 (stereo not given)
1% | Cc1c(C(=O)NC2CC(c3nnc(CO)n3C3CC3)C2)n(C)c2c(C)cccc12 (stereo not given)
0% | CN1CC(=O)N(c2ccccc2F)Cc2c(NCCc3ccccc3)ncnc21
? | CC(N)(C(=O)O)c1ccc(C(F)(F)F)cc1 (stereo not given)
40µM* | COCCCNC(=O)/C(C#N)=C/c1c(C)[nH]c2ccccc12
4% | O=c1c2c(CO)c(-c3ccc(F)cc3)nn2ccn1Cc1ccc(Br)cc1
5% | Cc1ccc(CNC(=O)N2CCN(CC(=O)Nc3cccc(C)c3C)CC2)cc1F
27% | O=S(=O)(c1ccc(F)cc1)N1CCN(C23CC4CC(CC(C4)C2)C3)CC1
3% | COc1cccc(CNc2nc3cc(-c4ccc(F)cc4)sc3c(=O)n2C)c1OC
? | CCc1cc2c(=O)c(-c3nncn3-c3ccccc3)coc2cc1OCC(=O)NC(C(=O)O)C(C)C (stereo not given)
? | CO[C@H]1CN(C)C(=O)c2cc(NC(=O)c3cc(C)on3)ccc2OC[C@@H](C)N(C(=O)C2CC2)C[C@H]1C
20% | C[C@@H]1ON(C)[C@H]2C[C@H]3c4cc(Nc5ccccc5)ccc4CCN3C[C@@H]12
-6% | COCCNC(=O)[C@@H]1C[C@H](Oc2ccccc2)CN1C(=O)COc1ccccc1
-1% | Cc1ccc2c(ccn2CCC(=O)Nc2nnc(C3CC3)s2)c1
21% | O=C([C@@H]1C[C@H](Oc2ccccc2)CN1C(=O)c1ccccn1)N1CCCC1
16% | CC1=C(C(=O)Nc2ccc(C(=O)NCCCN3CCCCC3C)cc2)SCCO1 (stereo not given)
4% | CCN(CC(=O)N(C)C)C(=O)Cn1c(C)c(Br)c2ccccc21
-13% | O=C(CSC1=Nc2ccccc2C2=NC(c3ccccc3)C(=O)N12)Nc1ccc(F)cc1 (stereo not given)
-12% | CCCC(=O)N(CC)CCc1ccccc1
-3% | Cc1ccc(NC(=O)CSc2nnnn2C)cc1S(=O)(=O)N1CCCCC1
? | Cc1cc(C(F)F)nn1Cc1nc2c3c4c(sc3ncn2n1)CC(C(C)(C)C)CC4 (stereo not given)
12% | Cc1cc(C)c2nc(Nc3nc(C)cc(C)n3)nc(C)c2c1

Compound activity deposited in PubChem BioAssay by National Center for Advancing Translational Sciences (NCATS).
